Screens: PubChem, Sanford-Burnham Center for Chemical Genomics
H9c2 TAG inh = triacylglycerol accumulation inhibition | H9c2 cells, Nile Red lipid (TAG) fluorescence; cells loaded with 200 µM oleic acid | AID 651582 | 230,000 compounds, 0.66% hits | inhibition, % at 12.5 µM;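 active means pattern-corrected inhibition of lipid staining of at least 50% with the nuclear-stain viability signal not falling by more than 50%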;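 further: 0% = DMSO wells and 100% = triacsin C control wells; some results filed as inactive read as strong as hits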
H9c2 TAG inh DAPI viability = recorded beside H9c2 TAG inh, whose call it bears; DAPI nuclei signal change (viability), lower = more cytotoxic, %;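 whole-well DAPI fluorescence read on a plate reader as a viability signal; minus 50 percent equals half of cells still viable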
* hit, by the source's call; & = joins results of further samples. Only part of the results is shown; the hit share may differ from the screen's.

Below each SMILES: H9c2 TAG inh, H9c2 TAG inh DAPI viability
CCS(=O)(=O)c1ccc2oc(Nc3ccc(OC)cc3)nc2c1
    4, 1
O=C(NCC(c1cccnc1)N1CCN(c2ccc(F)cc2)CC1)c1ccc2c(c1)OCO2 (stereo not given)
    -7, 6
COC(=O)c1nc2n(n1)C(c1cc(OC)ccc1OC)C(C(=O)OC1CCCCC1)=C(C)N2 (stereo not given)
    2, 0
COc1cccc(-n2c(SCC(N)=O)nc3c([nH]c4ccccc43)c2=O)c1
    26, -7
CC(C)NC(=O)C1CCN(C2CCN(C(=O)c3ccc4cccc(F)c4n3)CC2)CC1
    -3, 4
O=C(COC(=O)c1cc(NS(=O)(=O)c2cccs2)ccc1O)Nc1ccccc1
    1, -7
O=c1c2c(ncn1CCO)nc1n2CCC1
    2, 5
CCCCNC(=O)CSc1nnc(Cc2ccccc2)n1CC1CCCO1 (stereo not given)
    -1, 0
O=C(NCCSCc1ccc(Cl)cc1)c1cccs1
    -16, 8
Cc1cc(C)n2c(Nc3ccc4c(c3)OCCO4)c(-c3ccc(C)o3)nc2n1
    -3, 1
O=c1oc(=O)c2ccccc2c2ccccc12
    1, -1
O=C(Nc1ccc(Cl)cc1Cl)c1cccc(N2C(=O)C=CC2=O)c1
    -5, 7
CN(C)C(=O)CSc1nnc(Cc2ccccc2)n1CC1CCCO1 (stereo not given)
    13, 1
COc1ccc(C2/C(=C(\O)c3ccc4c(c3)CC(C)O4)C(=O)C(=O)N2Cc2cccnc2)c(OC)c1 (stereo not given)
    11, -7
O=C(Nc1ccc(OC(=O)c2ccco2)cc1)c1ccco1
    18, -15
Cc1c(Cl)cccc1NC(=O)CSc1nccn1C
    -1, 48
C=C1/C=C(\C)C(C)(O)CC(O)CC(=O)C(O)C(O)C(C)CC(C)OC(=O)/C(C)=C/CC/C=C/C(OC)C(O)CC(C)C1 (stereo not given)
    9, -12
O=C(NCc1cccc(Cl)c1)C1=CC=CN2CCS(=O)(=O)N=C12
    -14, 10
COc1ccc(F)cc1C(=O)C1CCCN(Cc2cccn2-c2cccnc2)C1 (stereo not given)
    -3, 0
C/C(=N\NC(=O)Cc1csc(N2CCOCC2)n1)c1ccc(Cl)c(Cl)c1
    -4, 12
OCCSc1nc(N2CCOCC2)nc(N2CCOCC2)n1
    10, -4
CCCCn1c(N)c(N(CC(C)C)C(=O)c2cccc(OCc3ccccc3)c2)c(=O)[nH]c1=O
    15, -16
O=C(/C=C/c1ccc(Cl)c(Cl)c1)n1cccn1
    -4, -12
Cc1ccc(NC(=O)CCN2C(=O)CSC2=O)c(C)c1
    -20, 4
Cc1ccc(C(CNC(=O)c2ccc(Br)o2)N2CCN(C)CC2)cc1 (stereo not given)
    -7, 4
CCOC(=O)c1ccc(CNC(=O)Cn2nnc(-c3ccc(C)cc3)n2)o1
    2, -4
COc1cc(CSC)nc(-c2ccccc2)n1
    -14, -3
Cc1n[nH]c(C)c1N1C(=O)c2cccc3c(N4CCCCCC4)ccc(c23)C1=O
    -27, -16
C=CCNC(=O)c1ccc(C)c(Br)c1
    -26, 7
Cc1cccc(C)c1NC(=O)CNC(=O)Cc1c[nH]c2ccccc12
    2, 0
CCCC(C(=O)NC(C)(C)C)N(Cc1ccccc1Cl)C(=O)c1snc(C(N)=O)c1N (stereo not given)
    15, -7
CC(C)(C)c1cc(NC(=O)COC(=O)C2CC2)n(-c2ccccc2)n1
    -16, 10
COCCN1C(=O)c2ccccc2C(C(=O)NCc2ccco2)C1c1c[nH]c2ccccc12 (stereo not given)
    19, 2
CCN(Cc1ccc(C#CCCO)cc1)CC1CCCN(CCc2cccc(F)c2)C1 (stereo not given)
    7, 7
Cc1cc(C)cc(NC(=O)c2sc3nc(C)cc(C)c3c2N)c1
    -1, 10
CCc1cc2c(=O)n(CC(=O)NCCc3ccc(OC)c(OC)c3)cnc2s1
    -4, -2
CCCSc1ccc([C@@H]2[C@@H]3C(=O)N(C)C(=O)[C@@H]3[C@]3(C(=O)OC)CCCCN23)cc1OC
    19, -8
S=C(N/N=C/c1ccc2ncccc2c1)Nc1cccnc1
    -7, -2
COc1ccc(-n2nc3c(c2NC(=O)c2cc(Br)ccc2Cl)CS(=O)C3)cc1 (stereo not given)
    -1, -8
Cc1nc(SCC(O)CCl)c([N+](=O)[O-])[nH]1 (stereo not given)
    10, -4
CCOC(=O)c1sc(=S)n(-c2ccc(OC)cc2)c1C
    -6, 5
O=C(NCCCNc1ccc(C(F)(F)F)cc1[N+](=O)[O-])c1cc(F)c(F)cc1Cl
    -16, 10
C[C@@H]1CN(S(=O)C(C)(C)C)[C@H](CCO)/C1=C\c1ccccc1 (stereo not given in full)
    -9, -6
O=C(COC(=O)/C=C/c1ccc(F)cc1)NC1CCCC1
    -3, 4
Cc1ccc2c(c1)NC(=O)C(CC(=O)NCCCN1CCN(c3cc(Cl)ccc3C)CC1)O2 (stereo not given)
    12, 7
CC1(C)NC(=O)N(c2ccccc2Cl)C1(C)NO (stereo not given)
    -11, 3
COc1cc(/C=C2\C(=N)N3N=CSC3=NC2=O)ccc1OS(=O)(=O)c1ccccc1
    20, -12
Cc1ccc(OCCC(=O)OCC(=O)NCCc2ccccc2)cc1
    4, 3
COc1ccc(C(=O)NCCNc2ncc(C(F)(F)F)cc2Cl)cc1[N+](=O)[O-]
    20, -7
O=C(CCSc1ccccc1)Nc1nc2c(s1)COc1ccccc1-2
    8, 1
CC(C)(C)OC(=O)N1CCNc2ccccc2C1
    16, -16
Cc1nn(-c2ccccc2)c(Cl)c1/C=C/C(=O)c1ccccc1
    -33, -3
COc1ccccc1C(=O)NC(=O)COC(=O)c1ccco1
    -8, 0
O=C(c1ccco1)N1N=C(c2ccccc2)CC1c1ccc2nccnc2c1 (stereo not given)
    3, -2
Cc1ccc(S(=O)(=O)N2CCN(CC(=O)Nc3ccccc3C(=O)NC3CC3)CC2)cc1
    15, -1
Cc1nc2nc(-c3cccs3)cn2nc1C
    4, 6
COc1ccc2nc(SC)cc(C)c2c1
    -4, 6
CCOc1ccccc1NS(=O)(=O)c1c(C)noc1C
    1, -16
O=C(COC(=O)c1c[nH]c2ccccc12)NC1CCCC1
    -10, 2
O=C(N/N=C/c1cccnc1)c1ccc([N+](=O)[O-])cc1
    9, -4

Whole records from above:
`O=C(NCc1cccc(Cl)c1)C1=CC=CN2CCS(=O)(=O)N=C12` is listed as H9c2 TAG inh: -14; H9c2 TAG inh DAPI viability: 10
`O=C(Nc1ccc(OC(=O)c2ccco2)cc1)c1ccco1` is listed as H9c2 TAG inh: 18; H9c2 TAG inh DAPI viability: -15

(continued)
Below each SMILES: H9c2 TAG inh, H9c2 TAG inh DAPI viability
Cc1ccc(C)c(NC(=O)CN(C)C(=O)CSCc2c(C)noc2C)c1
    -6, 3
CCn1c(O)c(C=NCCN2CCOCC2)sc1=S
    4, -8
COc1ccc(NC(=O)Cn2c(=O)cnc3ccccc32)cc1S(=O)(=O)N1CCCCC1
    -13, 4
COc1cccc(NC(=O)Nc2nccc(C)n2)c1
    6, 6
CC1CCCC(C)N1CCCNC(=O)c1ccc2nc(N3CCCCC3)sc2c1 (stereo not given)
    14, -9
C=Cc1ccc(Cn2c(C)c(C(=O)NCc3cccc([N+](=O)[O-])c3)sc2=O)cc1
    -12, -4
CCOC(=O)c1[nH]c(=O)[nH]c1CNc1ccccc1C#N
    2, 4
O=C(CCC(=O)c1ccccc1)Nc1ccc(C(=O)O)cc1
    11, -9
CC(NC(=O)c1ccccc1F)C(=O)O (stereo not given)
    10, -11
CN1C(=O)c2ccccc2Cc2c(NCc3ccccc3)ncnc21
    -3, 2
O=C(N/N=C/c1ccc([N+](=O)[O-])o1)c1ccncc1
    8, 2
Cn1c(=O)c(-[n+]2ccccc2)c([O-])c2ccccc21
    -7, 2
CSc1ccc(CN2C(=O)C(C)Oc3c(C(C)=O)cccc32)cc1 (stereo not given)
    4, -15
COCCNC(=O)C1(C)CCCN(C(=O)c2ccc(N(C)C)cc2)C1 (stereo not given)
    -5, 0
CN(C)S(=O)(=O)c1ccc2c(c1)C(=O)c1cc(S(=O)(=O)N(C)C)ccc1CC2
    -15, -10
CC(=O)Nc1ccc(OCCC[n+]2cccc(C(=O)[O-])c2)cc1
    10, -8
c1ccc2sc(N3CCCN(Cc4nc(-c5cnccn5)no4)CC3)nc2c1
    -4, -2
COc1ccc(OC)c(CCNC(=O)CC2(CC3=NS(=O)(=O)c4ccccc4N3)CCCC2)c1
    5, 15
O=c1c2c3c(sc2nc2n1CCC2)CCCC3
    13, 1
CSc1nc2nc3c(c(=O)n2[nH]1)CN(Cc1ccccc1)CC3
    -5, -5
Cc1ccc(NS(=O)(=O)c2cccs2)cc1S(=O)(=O)N1CCCCCC1
    10, -11
CCOC(=O)C(=CNc1ccc(NC2=NCC(C)S2)cc1)C(=O)OCC (stereo not given)
    -22, 11
COC(c1ccccc1)c1nnc(CCC(=O)N(C)Cc2cccc(-n3cccn3)c2)o1 (stereo not given)
    -4, 0
CCNC(=O)C1CCCN(C(=O)c2ccc(F)c(Cl)c2)CC1 (stereo not given)
    -12, 0
C=CC[C@H](CC(=O)N(CCO)Cc1ccccc1)C(=O)NC[C@H](OC(=O)[C@@H](CC=C)Cc1ccc(F)cc1)c1ccccc1
    16, 1
Cc1cc(C)n2nc(SCC(=O)N3CCC(C)CC3)nc2n1
    0, 1
Cc1onc(-c2ccccc2Cl)c1C(=O)NCc1nc(-c2ccccc2)no1
    11, -1
COc1ccccc1NCCC#N
    -6, -1
Cc1ccc(NC(=S)N2CCC(O)CC2)c(C)c1
    -2, -2
CCOc1ccc(/C=N/NC(=S)NC2CC3CCC2C3)cc1 (stereo not given)
    -5, 7
O=c1/c(=C\c2ccc(O)cc2)sc2nc(-c3ccccc3)c(-c3ccccc3)n12
    -3, 6
Cc1cc(NC(=O)CSc2nnc(-c3cccc(Cl)c3)o2)no1
    1, -4
CC(=O)Nc1cccc(-n2nnc(SCC(=O)N(C)c3ccccc3)n2)c1
    -2, 0
Cc1cccc(N/N=C(\C#N)S(=O)(=O)C(C)(C)C)c1
    -4, 12
Cc1cccc(C(=O)Nc2cccc3c2CCCC3)c1
    -18, 8
O=C(CCC(=O)N1CCN(c2ccccn2)CC1)c1cccs1
    1, -6
Cc1cccc(CCNc2nc3ccccc3n3nnnc23)c1
    -6, 117
O=C(c1c[nH]c(C(=O)N2CCN(c3ccccc3F)CC2)c1)c1cccc(Cl)c1Cl
    -7, -18
Cc1ccc2[nH]c(=O)c(CN(Cc3cccnc3)C(=O)c3ccncc3)cc2c1
    8, 9
CCCCC(=O)Nc1ccc(NC(=O)c2ccccc2OC)cn1
    16, 3
CCOC(=O)c1nnc2cc(-c3ccc(Br)cc3)nn2c1C
    16, 7
CCOC(CNC(=O)c1ccc(CNC(=O)c2ccc(OC)c(OC)c2)cc1)OCC
    3, 2
COC(=O)c1ccc(N2CCOCC2)c(NC(=O)Nc2cccc(OC)c2)c1
    4, -7
Cc1cc(C)n(CCCNCC(O)c2ccccc2)n1 (stereo not given)
    -2&11, -1&-7
COC(=O)c1sc(NC(=O)c2oc3ccccc3c2C)nc1C
    0, 4
Cc1ncoc1C(=O)NC1CC(C)(C)Cc2c1cnn2-c1ccc(F)cc1 (stereo not given)
    6, -4
Cc1cc(Cl)ccc1OC(C)C(=O)OCC(=O)c1ccc[nH]1 (stereo not given)
    -5, -3
COCCNC(=O)COc1ccc(C)cc1C
    6, -6
COc1cccc(OC)c1C(=O)Nc1ccc(N2CCN(C(=O)c3cccs3)CC2)cc1
    -50, 0
CCC(=O)Oc1ccc2c(C)c(Cl)c(=O)oc2c1
    5, 40
O=C(CCN1C(=O)C2C3C=CC(C3)C2C1=O)NCC1CCCO1 (stereo not given)
    9, -10
Fc1cccc(Nc2nc(Cl)nc(Cl)n2)c1
    10, -3
COc1ccc([C@H]2C[C@@H](O)[C@H](n3cc(COC(=O)c4ccccc4)nn3)CN2CC2CCCCC2)cc1
    -12, 14
O=C(CSc1ccccc1)NNC(=O)c1ccccc1O
    3, -9
COc1ccc(N2C(=O)C3CCCN3C2c2ccccc2)cc1Cl (stereo not given)
    10, 10
Fc1ccccc1-n1[nH]nnc1=S
    1, -10

Molecules shown so far with fluorine, in the order listed:
Below each SMILES: H9c2 TAG inh, H9c2 TAG inh DAPI viability
O=C(NCC(c1cccnc1)N1CCN(c2ccc(F)cc2)CC1)c1ccc2c(c1)OCO2 (stereo not given)
    -7, 6
CC(C)NC(=O)C1CCN(C2CCN(C(=O)c3ccc4cccc(F)c4n3)CC2)CC1
    -3, 4
COc1ccc(F)cc1C(=O)C1CCCN(Cc2cccn2-c2cccnc2)C1 (stereo not given)
    -3, 0
CCN(Cc1ccc(C#CCCO)cc1)CC1CCCN(CCc2cccc(F)c2)C1 (stereo not given)
    7, 7
O=C(NCCCNc1ccc(C(F)(F)F)cc1[N+](=O)[O-])c1cc(F)c(F)cc1Cl
    -16, 10
O=C(COC(=O)/C=C/c1ccc(F)cc1)NC1CCCC1
    -3, 4
COc1ccc(C(=O)NCCNc2ncc(C(F)(F)F)cc2Cl)cc1[N+](=O)[O-]
    20, -7
CC(NC(=O)c1ccccc1F)C(=O)O (stereo not given)
    10, -11
CCNC(=O)C1CCCN(C(=O)c2ccc(F)c(Cl)c2)CC1 (stereo not given)
    -12, 0
C=CC[C@H](CC(=O)N(CCO)Cc1ccccc1)C(=O)NC[C@H](OC(=O)[C@@H](CC=C)Cc1ccc(F)cc1)c1ccccc1
    16, 1
O=C(c1c[nH]c(C(=O)N2CCN(c3ccccc3F)CC2)c1)c1cccc(Cl)c1Cl
    -7, -18
Cc1ncoc1C(=O)NC1CC(C)(C)Cc2c1cnn2-c1ccc(F)cc1 (stereo not given)
    6, -4
Fc1cccc(Nc2nc(Cl)nc(Cl)n2)c1
    10, -3
Fc1ccccc1-n1[nH]nnc1=S
    1, -10
